# HKDC1 inh: HKDC1 (human) hexokinase inhibition. recombinant HKDC1, G6PDH/diaphorase resazurin coupled fluorescence. inhibition, % at 20 µM. Q2TB90. 0.16% of 340,000 active. AID 493160;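 active = inhibition above about 35% when tested at 20 µM, limit read from the data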;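 also: plate controls were DMSO wells with enzyme for no effect and DMSO wells lacking enzyme for full effect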
#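 test system = in-house recombinant HK5 (HKDC1) enzyme | amount = HKDC1 at 5 µg/mL | control set = DMSO-enzyme wells negative, buffer-substituted wells positive | compound = one dose of 20 µM, 1% DMSO | schedule = reaction time 90 min, room temperature, protected from light | technique = resorufin fluorescence at 613 nm | reagent = glucose with 1 mM ATP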
# SENP1 FRET inh: inhibitors of human SENP1 SUMO protease catalytic domain. Q9P0U3. AID 624204. inhibition, % at 10 µM. recombinant SENP1 catalytic domain, CyPet-SUMO1-YPet FRET cleavage. 0.21% of 360,000 active;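 active = inhibition at least 30% at 10 µM, raw YFP signal under a set limit, fluorescence ratio 0.5 to 1.5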;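 also: 0% = enzyme with DMSO and 100% = no enzyme wells; some results filed as inactive read as strong as hits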
# Target sequence (Q9P0U3 419-644 limits assumed): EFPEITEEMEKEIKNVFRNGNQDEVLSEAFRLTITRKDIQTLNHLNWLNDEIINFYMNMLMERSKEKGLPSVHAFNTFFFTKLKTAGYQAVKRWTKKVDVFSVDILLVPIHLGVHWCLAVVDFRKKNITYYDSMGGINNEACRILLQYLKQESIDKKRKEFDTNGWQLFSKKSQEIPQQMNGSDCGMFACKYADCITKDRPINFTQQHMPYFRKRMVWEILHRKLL
#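 system = hSENP1 catalytic domain, recombinant | reagent = SFCypet-SUMO1-SFYpet substrate at 25 nM | doses = one dose per compound, 10 µM, 0.5% DMSO | incubation = enzyme reaction for 50 min at room temperature, dark | measured by = FRET, CFP and YFP emission | controls = no-enzyme low, enzyme-DMSO high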
# SENP8 block-1: blocks the human protease SENP8. purified SENP8, Z-RLRGG-aminoluciferin cleavage, luminescence. inhibition, % at 10 µM. AID 2540. 1.2% of 330,000 active. Q96LD8; in the data active = inhibition above about 50%
# Target sequence (Q96LD8 whole entry, looked up): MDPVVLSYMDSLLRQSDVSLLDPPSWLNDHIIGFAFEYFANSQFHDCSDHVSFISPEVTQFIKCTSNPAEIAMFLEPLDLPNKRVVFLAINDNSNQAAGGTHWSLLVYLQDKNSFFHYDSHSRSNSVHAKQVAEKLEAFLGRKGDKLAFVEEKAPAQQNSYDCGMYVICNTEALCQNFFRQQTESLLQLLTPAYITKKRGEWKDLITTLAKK
# SENP6 block: blocks the human protease SENP6. 1.8% of 330,000 active. Recombinant SENP6 catalytic domain, aminoluciferin luminescence. Q9GZR1. inhibition, % at 10 µM. AID 2599;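 active = inhibition above about 50% at the single tested dose, limit read from the data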;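 also: plate controls were DMSO wells with enzyme for no effect and DMSO wells lacking enzyme for full effect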
# Target sequence (Q9GZR1 628-1112 limits assumed): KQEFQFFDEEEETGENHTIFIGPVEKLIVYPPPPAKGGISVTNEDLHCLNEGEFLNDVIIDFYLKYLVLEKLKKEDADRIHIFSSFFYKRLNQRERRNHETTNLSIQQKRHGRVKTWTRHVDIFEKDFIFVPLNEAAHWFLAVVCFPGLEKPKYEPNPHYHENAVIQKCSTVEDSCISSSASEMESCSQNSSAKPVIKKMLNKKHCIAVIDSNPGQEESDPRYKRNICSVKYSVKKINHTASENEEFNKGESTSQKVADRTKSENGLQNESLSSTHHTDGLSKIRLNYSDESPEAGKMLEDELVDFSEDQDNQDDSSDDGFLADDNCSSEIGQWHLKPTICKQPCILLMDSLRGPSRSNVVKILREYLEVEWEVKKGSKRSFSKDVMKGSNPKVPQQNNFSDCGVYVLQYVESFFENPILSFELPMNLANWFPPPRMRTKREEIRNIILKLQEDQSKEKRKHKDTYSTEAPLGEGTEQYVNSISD
# SENP8 block-2: inhibitors of human SENP8 protease; Q96LD8; recombinant SENP8, Nedd8 substrate fluorescence; inhibition, % at 20 µM; 0.64% of 360,000 active; AID 602440; in the data active = inhibition mostly above about 40%, no sharp cut-off; inactive = mostly below about 27%
# SENP7 block: blocks the human protease SENP7. Q9BQF6. inhibition, % at 5 µM. AID 434973. 1.5% of 330,000 active. recombinant SENP7, Z-RLRGG-aminoluciferin luminescence, 40 min;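 active = inhibition above about 50% at the single test dose, limit read from the data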;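 also: plate controls were DMSO with enzyme for no effect and no enzyme buffer wells for full effect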
# Apaf-1 inh: blocks human Apaf-1 apoptosome activity | O14727 | reconstituted apoptosome caspase-3 activity, DEVD-Rh110 fluorescence | 0.71% of 330,000 active | inhibition, % at 20 µM; active = inhibition of at least 40% at 20 µM;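 also: plate controls were DMSO wells for no effect and DEVD-CHO caspase inhibitor wells for full effect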
#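 System: reconstituted apoptosome with Apaf-1, cytochrome c, caspase-9, procaspase-3, dATP; Signal: Rh110 fluorescence intensity; Schedule: 30 min compound preincubation, 50 min activation, room temperature; Reagent: cytochrome c trigger plus (Z-DEVD)2-Rh110 caspase-3 substrate.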
# PfG6PD inh: PfG6PD (Plasmodium falciparum) enzyme inhibition | PfGluPho enzyme, NADPH resazurin-diaphorase fluorescence | inhibition, % at 20 µM | 0.78% of 350,000 active | AID 504690;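 active = inhibition reaching at least a set limit at 20 µM in the primary screen, cut at about 59% in these data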;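 also: 0% = DMSO wells with substrate and 100% = DMSO wells lacking glucose-6-phosphate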
# An asterisk follows results filed as active; i = inactive; · = not tested or not shown.
SMILES | HKDC1 inh | SENP1 FRET inh | SENP8 block-1 | SENP6 block | SENP8 block-2 | SENP7 block | Apaf-1 inh | PfG6PD inh
CCc1n[nH]c(=S)n1/N=C/c1ccc(-c2ccc(Br)cc2)o1 | 1 | 3 | -3 | -23 | 31 | 4 | -11 | 24
Cc1cc(C(=O)Nc2ccccc2[N+](=O)[O-])cs1 | -4 | -1 | 11 | 49 | 15 | 30 | 12 | -1
S=C(NCc1cccnc1)Nc1ccc(Cl)c(Cl)c1 | 12 | 1 | -6 | -2 | 8 | 4 | 1 | -3
O=C(CCC1CCCC1)Nc1ccc(Br)cn1 | -5 | 0 | -11 | -4 | 6 | 0 | 0 | 13
CCc1nc2cc([N+](=O)[O-])c([N+](=O)[O-])cc2[nH]1 | -9 | 3 | -7 | 5 | 16 | 5 | -5 | -1
CC1CCCN(C(=O)c2cc(-c3ccco3)nc3ccccc23)C1 (stereo not drawn) | 7 | -7 | -2 | 4 | i | 4 | 2 | -18
CCN1CCN(CCCNC(=O)c2ccc(CS(=O)c3ccc(Br)cc3)o2)CC1 (stereo not drawn) | -6 | 0 | -1 | 3 | 3 | 0 | 5 | 0
CC1(C)NC(=O)N(CC(=O)OCC(=O)c2ccc(F)cc2)C1=O | -2 | 4 | -4 | -2 | 23 | -2 | -2 | 0
NS(=O)(=O)c1ccc(CCNC(=O)c2cccnc2)cc1 | -6 | 1 | -4 | 1 | 10 | -8 | -1 | 0
COc1ccc(C(=O)C2CCCN(S(=O)(=O)N(C)C)C2)c(C)c1 (stereo not drawn) | -5 | 2 | 3 | -10 | 6 | 4 | -8 | -5
CCOC(=O)CNC(=O)Cc1ccc(OC)cc1 | 0 | 1 | -5 | -2 | 15 | 9 | -13 | -11
O=C(NCCc1ccc(Cl)cc1)c1cc2ccccn2n1 | -5 | 1 | -2 | -15 | 18 | -3 | -12 | 7
CC(=O)N1CCN(c2ccccc2NC(=O)COc2cc(C)cc(C)c2)CC1 | -5 | -2 | 2 | -11 | 8 | 3 | 9 | 14
Cn1c(CNc2ccc(Br)cc2)nc2ccccc21 | -4 | 1 | 59* | 70* | 9 | 72* | 4 | 36
CCC(C)NC(=O)c1ccc2c(Cl)c3c(nc2c1)CCC3 (stereo not drawn) | 5 | -1 | 6 | 34 | 13 | 28 | -3 | 3

# The list goes on.
SMILES | HKDC1 inh | SENP1 FRET inh | SENP8 block-1 | SENP6 block | SENP8 block-2 | SENP7 block | Apaf-1 inh | PfG6PD inh
CCCCOC(=O)Nc1nccs1 | -10 | 1 | -5 | -22 | 13 | 7 | -18 | -5
O=c1c2ccccc2sc2ccc(NCCCN3CCOCC3)cc12 | 18 | -2 | 5 | 15 | -4 | 13 | 28 | 35
O=C(COC(=O)/C=C/c1ccc(F)cc1)Nc1ccccc1-c1ccccc1 | -8 | 2 | -2 | 4 | 10 | 11 | 3 | 14
C#CCNC(=O)C1=C[C@@H](C(C)(C)C)C[C@@H](OCc2ccc(CO)cc2)O1 | -1 | 1 | -12 | -17 | 19 | -13 | 6 | 5
COc1cc(COC(=O)Oc2ccc(CNC(C)=O)cc2OC)c([N+](=O)[O-])cc1OC | 2 | 0 | 4 | -5 | 19 | -1 | -10 | 12
COc1cccc(C(=O)Nc2ccc(N3CCN(C(=O)c4cccs4)CC3)cc2)c1 | -6 | 2 | -4 | -17 | 11 | 3 | 14 | 1
O=C1CC(c2ccco2)Cc2nc(NCC3CCCO3)ncc21 (stereo not drawn) | 1 | 4 | -6 | -3 | -8 | 9 | 2 | -2
CCOC(=O)C1CCN(C(=O)c2ccc3c(c2)OCO3)CC1 | 14 | 1 | -5 | -9 | 6 | -5 | -8 | 5
O=P(O)(CCc1ccccn1)CN1CCCCC1 | -10 | 2 | -8 | 0 | 11 | 7 | -18 | -2
COC(=O)c1ccc(N/N=C/c2cc([N+](=O)[O-])cc(OC)c2O)cc1 | -1 | 49* | 29 | 34 | 35 | 17 | -13 | -16
Cc1ccccc1OCC(=O)N(Cc1nc(-c2ccccc2)no1)C(C)C | -5 | 0 | -10 | -13 | 17 | -8 | 10 | -3
COc1ccccc1NC(=O)/C(C#N)=C/c1cccnc1 | 5 | -4 | -7 | -12 | -7 | -8 | 7 | 2
COc1ccc(NC(=O)CSc2c3c(nc4ccccc24)CCCC3)c(OC)c1 | -4 | -7 | -1 | 7 | 0 | -6 | 0 | 13
Cc1cccc(-n2c(C)nc3cc(C(=O)NCc4ccc5c(c4)OCO5)ccc32)c1 | -6 | -1 | 6 | -4 | -4 | 3 | 6 | 2
Cc1cccc(NCC(=O)N/N=C\c2cccc(Oc3ccccc3)c2)c1 | 2 | 3 | -13 | -12 | 28 | -9 | 22 | 20

# Further structures
SMILES | HKDC1 inh | SENP1 FRET inh | SENP8 block-1 | SENP6 block | SENP8 block-2 | SENP7 block | Apaf-1 inh | PfG6PD inh
CCOC(=O)Cn1c(=O)c2c(nc3n2CC(C)CN3Cc2ccccc2)n(C)c1=O (stereo not drawn) | -5 | -1 | -5 | -11 | 13 | 15 | 3 | 5
C#CCNC(=O)C1=C[C@H](C2CCCCC2)[C@@H](CCCO)[C@H](OCC)O1 | -1 | -1 | -15 | -29 | 10 | -14 | 9 | 5
O=C(COc1ccccc1F)Nc1ccc2c(c1)CCC2 | -5 | 0 | -7 | 2 | 5 | 4 | 2 | 12
CCOC(=O)CNC(=O)CSc1nnc(-c2ccncc2)n1-c1ccc(Cl)cc1 | -3 | 2 | 5 | 3 | 17 | 9 | -4 | 2
Cc1c(C(=O)Nc2ccc(C(=O)O)cc2)cnn1C | -5 | 0 | -7 | -4 | 20 | -2 | 6 | 1
COc1ccc(-c2sc3ccccc3c2C#CCCO)cc1 | -1 | 0 | -14 | -10 | -456 | 10 | 27 | 16
Cc1cc(C)nc(NS(=O)(=O)c2ccc(NC(=O)C3CC3)cc2)n1 | -8 | -1 | 1 | -21 | 15 | -10 | 1 | 6
Cc1ccc(COCCN2CCN(S(=O)(=O)c3ccc(C)cc3)CCC2=O)cc1 | -3 | 1 | -14 | -14 | 16 | -4 | 24 | 0
Cc1ccc(CCNC(=O)C2CCCN(S(=O)(=O)c3cccs3)C2)cc1 (stereo not drawn) | 11 | -1 | -19 | -27 | 0 | -12 | -6 | -7
COCCN(C(=O)COC(=O)CNC(=O)c1ccc(C)cc1)c1c(N)n(Cc2ccccc2)c(=O)[nH]c1=O | -3 | 1 | · | · | 0 | · | · | -1
COCCN(C(=O)c1ccc2ccccc2c1)c1c(N)n(Cc2ccccc2)c(=O)[nH]c1=O | 3 | 1 | 14 | -9 | 9 | 2 | -4 | -16
COc1ccc(CCNC(=O)C2CCN(S(=O)(=O)c3cccc4cccnc34)CC2)cc1OC | 3 | -1 | 0 | -6 | 8 | 6 | -3 | -14
O=C(c1ccccn1)N1CCN(c2cccc(C(F)(F)F)c2)CC1 | -5 | 1 | 3 | 5 | 17 | 3 | -10 | 2
Cc1ccc(NS(=O)(=O)c2ccc(C(=O)NC3CCN(Cc4ccccc4)CC3)cc2)cc1 | 3 | -2 | -2 | 7 | 5 | 1 | 18 | -5
COc1cccc(-c2nc(CS(=O)(=O)c3ccccc3)no2)c1 | -3 | 1 | -6 | -14 | 16 | -1 | -2 | -13

# (next part)
SMILES | HKDC1 inh | SENP1 FRET inh | SENP8 block-1 | SENP6 block | SENP8 block-2 | SENP7 block | Apaf-1 inh | PfG6PD inh
O=C1CCCC/C1=C\Nc1ccc(S(=O)(=O)Nc2cnc3ccccc3n2)cc1 | -2 | 5 | 3 | 5 | -48 | 4 | -15 | -10
COc1ccc(CNC(=O)CN(C(=O)Cn2nnc(-c3ccccc3F)n2)c2ccc(C)cc2)cc1 | -10 | 3 | 4 | -6 | 10 | 2 | 16 | -8
O=C(CS(=O)CC(=O)N(c1cccc(F)c1)C(C(=O)NC1CCCCC1)c1ccco1)Nc1ccc(F)cc1 (stereo not drawn) | -5 | 0 | -8 | 4 | 21 | -10 | 36 | -6
COc1ccc(CSc2ncnc3sccc23)cc1F | -1 | -8 | -8 | -4 | 8 | -13 | 10 | 2
CS(=O)(=O)Nc1ccccc1C(=O)Nc1ccccc1Cl | -4 | 0 | -3 | -13 | i | -3 | 2 | -7
Cc1ccc(NC(=O)CN(C)C(=O)c2ccc(Cl)c([N+](=O)[O-])c2)cc1 | 13 | 2 | -3 | 5 | 6 | 3 | 6 | 3
O=C(Nc1ccc2nc(-c3cccnc3)[nH]c2c1)C12CC3CC(CC(C3)C1)C2 | 5 | -3 | 3 | -8 | -481 | 6 | 4 | 25
Cc1ccsc1C(=O)OCC(=O)Nc1c(C)n(C)n(-c2ccccc2)c1=O | -9 | 3 | -4 | -6 | 8 | 5 | -77 | 1
CSc1ccc(C(C(C(=O)c2cccs2)N2CCOCC2)N2CCOCC2)cc1 (stereo not drawn) | -3 | 6 | -10 | 4 | -42 | 6 | -1 | -1
Cc1cccc[n+]1CC(=O)c1ccc([N+](=O)[O-])cc1 | -8 | 1 | · | · | 21 | · | · | 7
COc1ccc(NC(=O)N(C)C[C@H]2Oc3ccc(NC(=O)Cc4ccccc4)cc3C(=O)N([C@H](C)CO)C[C@@H]2C)cc1 | -5 | -2 | -4 | -7 | 9 | -1 | 3 | 6
NS(=O)(=O)c1ccc(CNC(=O)c2ccc3c(c2)OCO3)cc1 | 0 | -3 | -5 | -4 | -1 | -5 | -9 | 2
COc1cc(C(=O)Nc2ccncc2)cc(OC)c1OC | -14 | 1 | 4 | -4 | 14 | 0 | -21 | 20
Cc1ccc(C)c(OCC(=O)N2CCc3ccccc3C2)c1 | 1 | 1 | -9 | 0 | 6 | -1 | 4 | 9
O=c1[nH]n(CC2COC3(CCCCC3)O2)c(=O)c2ccccc12 (stereo not drawn) | -7 | 1 | 0 | -16 | -2 | 4 | -2 | -9

# High-throughput results from PubChem BioAssay.
